# Screening data: PubChem, several laboratories
# PKA kinase inh: inhibitors of human protein kinase A; P17612; PKA Kemptide phosphorylation, Kinase-Glo ATP luminescence; inhibition, % at 6 µM; 0.1% of 65,000 active;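 active means inhibition above the screen-wide mean inhibition plus 3 SD, cut at about 21% in these data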; further: many of its hits are not listed in these tables
# JNK3 blocker: JNK3 (human) kinase inhibition; purified JNK3 kinase activity, HTS; inhibition, % at 8 µM; 0.61% of 60,000 active; in the data active means inhibition above about 17%;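 further: 0% = DMSO and 100% = reference inhibitor; many of its hits are not listed in these tables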
# Target sequence (P53779 whole entry, looked up): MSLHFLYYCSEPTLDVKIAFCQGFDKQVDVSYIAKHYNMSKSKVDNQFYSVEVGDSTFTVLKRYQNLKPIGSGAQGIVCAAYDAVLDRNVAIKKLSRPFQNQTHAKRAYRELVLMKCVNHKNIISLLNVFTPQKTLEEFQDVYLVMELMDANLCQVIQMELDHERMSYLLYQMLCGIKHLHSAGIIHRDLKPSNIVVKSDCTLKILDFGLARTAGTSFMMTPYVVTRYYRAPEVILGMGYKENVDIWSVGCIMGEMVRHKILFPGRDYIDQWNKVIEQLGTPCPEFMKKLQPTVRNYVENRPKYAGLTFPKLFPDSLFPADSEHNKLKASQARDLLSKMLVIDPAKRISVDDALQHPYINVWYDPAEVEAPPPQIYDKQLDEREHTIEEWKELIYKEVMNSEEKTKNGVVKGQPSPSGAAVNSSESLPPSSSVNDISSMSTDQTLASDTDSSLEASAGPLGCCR
# ROCK2 blocker: ROCK2 (human) kinase inhibition. purified ROCK2, Kinase-Glo ATP depletion luminescence. inhibition, % at 6 µM. O75116. 0.35% of 60,000 active;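 active means inhibition above the screen-wide mean inhibition plus 3 SD, cut at about 18% in these data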;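 further: plate controls were DMSO wells for no effect and Y-27632 control wells after no-enzyme background subtraction for full effect; many of its hits are not listed in these tables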
# HEK293 NFkB inh: inhibitors of the PMA/ionomycin-induced NF-kB reporter in HEK293 cells. HEK-293 NF-kB luciferase reporter, luminescence. 0.21% of 62,000 active. inhibition, % at 3 µM;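 active means inhibition above the mean of all tested compounds plus 3 SD, cut at about 40% in these data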;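 further: 0% = stimulated DMSO wells and 100% = 10 µM reference inhibitor 5653914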
#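 Signal: luciferase luminescence; Material: HEK-293 cells with stable firefly luciferase reporter driven by four HIV NF-kB elements; Probe or stimulus: PMA with ionomycin; Replication: tested once; Times: 1 h compound pretreatment, then 16 h stimulation at 37 °C, 5% CO2; Benchmarks: DMSO and 10 µM reference inhibitor; Evaluation: per-plate % inhibition versus controls.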
# NADH enzymes: inhibitors of enzymes used to reach an NAD/NADH endpoint; IC50, µM (titrated, usually from 10 µM), inactives show at the top dose inhibition; AID 774; coupled PK/LDH NADH assays, four targets; 0.02% of 65,000 active;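 active means single-dose screening hits from any of four coupled enzyme assays that gave an IC50 when retested across doses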;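 further: the DPM-DC format reads NADH fluorescence rather than 340 nm absorbance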
# tolC growth inh: E. coli tolC mutant growth inhibition; growth inhibition, % at 10 µM (by protocol); E. coli BW25113 tolC mutant growth, OD615; 2.2% of 65,000 active;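 active means growth inhibition at or above a cutoff equal to the mean over every tested compound plus 3 SD, cut at about 60% in these data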;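 further: growth measured after 20 h incubation at 37 °C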
#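 Signal: optical density read at 615 nm; Assay system: E. coli ΔtolC::kan strain BW25113; Times: 20 h incubation with compound, 37 °C; Dosing: 10 µM final, single dose.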
# Fluor 339 460: intrinsic fluorescence of library compounds, ex339/em460 – biochemical, MLSMR library, data from DPM-DC assay, artefact control, profiling panel; compound autofluorescence, ex339/em460 nm, NADH buffer; hits give high values; 1 = no-compound wells, NADH background; fluorescence fold increase at 10 µM; 5.5% of 65,000 active; AID 709;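 active means at 10 µM, mean starting fluorescence two-fold or more over control wells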;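 further: signal is the first read of a kinetic run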
# Abs 340nm: compound absorbs light at 340 nm. compound absorbance at 340 nm, fold over control. fold change at 10 µM. 65,000 tested, under 10 active;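 active means at 10 µM dose, initial 340 nm absorbance at least 2 fold that of control wells; inactive means change under 2 fold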;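 further: initial absorbance extrapolated from kinetic A340 decline of NADH oxidation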
# MMP13 inh: inhibitors of human MMP13; P45452; MMP-13 fTHP FRET cleavage, Mca fluorescence; inhibition, % at 4 µM; 0.07% of 65,000 active;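 active means inhibition above the mean of compound-free control plate wells plus 3 SD, cut at about 14% in these data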;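 further: 0% = DMSO wells and 100% = wells with reference MMP-13 inhibitor after basal subtraction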
# * hit, by the source's call; / = not tested or not shown; [ ] = remark or other dose.
smiles	JNK3 blocker	ROCK2 blocker	MMP13 inh	tolC growth inh	Fluor 339 460	PKA kinase inh	HEK293 NFkB inh	Abs 340nm	NADH enzymes
C=CCN1C(=O)C(CC(=O)O)SC1=Nc1c(C)n(C)n(-c2ccccc2)c1=O (stereo unspecified)	4	2	-1	-9	1.1	4	3	1	2%
O=C(CCCNS(=O)(=O)c1ccccc1)NCc1ccco1	3	2	7	-8	1	10	-1	0.98	2%
CCCCSC1=C(C#N)C(c2ccccc2C)C(C(=O)OCC)C(=O)N1 (stereo unspecified)	7	1	6	71*	1	4	8	0.96	9%
COC(=O)c1[nH]c2ccc(C)cc2c1NC(=O)CCN1CCN(C2CCCCC2)CC1	-6	6	-28	-13	2.9*	4	2	1.1	6%
CSCCNC(=O)c1ccc(C(C)(C)C)cc1	-11	-2	-3	13	1.1	1	-32	1	7%
CCC(C)NC(=O)c1cc(CC(C)C)on1 (stereo unspecified)	1	-7	4	-5	1	4	8	0.99	3%
COc1ccccc1NC(=O)N1CCCC1C(=O)NCc1ccccc1F (stereo unspecified)	-1	2	-1	-23	1.1	4	10	1	4%
Cc1cc(-c2nc3c4c5c(sc4[nH]c(=O)n3n2)CCC5)c(C)o1	-4	5	-1	29	1.2	8	2	0.99	5%
Cc1ccc(S(=O)(=O)N(C)c2ccc(OCC(=O)OCc3c(C)noc3C)cc2)cc1	1	0	0	29	1	-4	18	0.99	4%
CN1CCc2c(sc3c2c(=O)n(-c2ccc(Cl)cc2)c2nncn32)C1	/	/	-5	-7	1	5	4	1.1	3%
Clc1ccc(C2CC(c3cccs3)n3ncnc3N2)cc1Cl (stereo unspecified)	3	3	2	59	1.1	10	6	1	11%
O=C(c1nsnc1-c1ccccc1O)N1CCCCC1	0	-14	4	13	1.1	-3	/	1	4%
COc1ccc2c(=O)c(C(=O)NCCc3ccc(OC)c(OC)c3)c[nH]c2c1	8	3	1	31	1.2	8	-4	0.99	1%
CCOC(=O)C1C(=O)CC(C)(O)C(C(=O)OCC)C1c1ccc2c(c1)OCO2 (stereo unspecified)	-2	5	2	-2	1.1	4	8	1	1%
COc1ccc(OC)c2c1sc(=NC(=O)CN1C(=O)CCC1=O)n2C	-7	-9	0	9	1.1	-2	6	1.1	6%
CC1(C)O[C@@H]2C[C@H]3[C@@H]4C[C@H](F)C5=CC(=O)CC[C@]5(C)[C@H]4[C@@H](O)C[C@]3(C)[C@]2(C(=O)CO)O1	2	-6	-5	2	0.98	-4	/	0.99	2%
COC(=O)[C@H](C)NC(=O)Nc1ccc(C)c(C)c1	7	8	-10	-29	1.1	2	0	1	2%
CCCC(c1nnnn1CC(=O)OCC)N(Cc1cc2ccc(C)cc2[nH]c1=O)C1CCCC1 (stereo unspecified)	-3	4	-4	-8	1.2	1	6	1	10%
CC(Sc1nnnn1-c1ccccc1)C(=O)Nc1ccc(Cl)cn1 (stereo unspecified)	5	8	-3	12	1	12	-5	0.99	3%
CCOc1ccccc1NC(=O)CSc1ccccc1	/	/	2	18	1.1	9	4	1	3%
COc1ccc(NCc2nnc(SCC(=O)c3ccc(OC)cc3)n2C)cc1	-19	-12	1	-12	1	-2	22	1.1	4%
O=C(CSc1nnc2sc3ccccc3n12)N1CCN(c2ccccc2)CC1	2	-4	9	14	1.1	-5	6	1.1	3%
COc1cccc(NC(=O)c2cn(C)c(=O)c3cc(OC)c(OC)cc23)c1	0	0	0	21	1.1	8	1	1.1	4%
CCOc1ccc(C(=O)N2CCN=C2SC)cc1OCC	-5	-5	-5	-21	1.1	-2	29	1	5%
CCCn1nnc(NC(=O)c2ccccc2Cl)n1	-4	1	0	-10	1.1	3	-3	1	7%
CCn1c(-c2cc(Br)ccc2O)n[nH]c1=S	1	3	-1	7	1.1	4	10	1	5%
Cc1cccc(OCCN2CSC(=S)N(C)C2)c1	4	1	1	15	1.1	-2	/	1.1	3%
CN(C)c1ccc(NC(=O)CN2CCN(S(=O)(=O)c3cc(Cl)ccc3Cl)CC2)cc1	0	2	3	10	0.99	8	-10	0.99	3%
CC(=O)N1CCN=C1SCc1ccc(F)cc1	-4	3	-1	-21	1	4	5	1	3%
O=c1cc(CN2CCN(C/C=C/c3ccccc3)CC2)c2cc(O)ccc2o1	1	-8	-7	25	1.2	-8	17	1	8%
COC(=O)c1c(C)nn(-c2ccccc2)c1N	-4	6	-3	-18	1.1	7	9	1	4%
CCOC(=O)N1CCN(c2c(NCC3CCCO3)c(=O)c2=O)CC1 (stereo unspecified)	1	-4	6	-23	1.1	-10	13	1	1%
COc1ccccc1NC(=O)c1cc2n(n1)C(C(F)(F)F)CC(c1ccc3c(c1)OCO3)N2 (stereo unspecified)	5	2	1	47	1.3	1	16	1	4%
COc1ccc(CC(=O)c2ccc(O)cc2O)cc1OC	-11	-4	2	10	0.97	-6	5	1.2	10%
Cc1nn(-c2ccc(Cl)cc2)c2sc(C(=O)N3CCN(C(=O)c4ccco4)CC3)cc12	/	/	-3	9	1.1	4	1	1.1	2%
Cc1c(C(O)CN2CCC(C(N)=O)CC2)c2ccccc2n1C (stereo unspecified)	2	-1	0	10	1.1	3	-6	1	4%
CCOC(=O)C1CCN(C(=O)CCc2nc3ccccc3[nH]2)CC1	-2	0	3	-23	1.1	0	-2	0.99	5%
O=C(Nc1ccccc1C(=O)NCC1CCCO1)c1ccco1 (stereo unspecified)	-1	1	7	-10	1	-6	19	1	2%
COC(=O)NCc1ccc(CNC(=O)OC)cc1	-6	2	3	-14	1.2	7	14	1	5%
Cc1ccc(OCc2nnc(NC(=O)Cc3cccs3)s2)cc1	1	6	1	-3	1.1	12	-2	1	4%

# Sorted by value in ROCK2 blocker (descending): some entries from above.
molecule	ROCK2 blocker
CCn1c(-c2cc(Br)ccc2O)n[nH]c1=S	3
COC(=O)NCc1ccc(CNC(=O)OC)cc1	2
CCOc1ccc(C(=O)N2CCN=C2SC)cc1OCC	-5

# New compounds follow:
smiles	JNK3 blocker	ROCK2 blocker	MMP13 inh	tolC growth inh	Fluor 339 460	PKA kinase inh	HEK293 NFkB inh	Abs 340nm	NADH enzymes
Cc1cc(C)cc(OCC(=O)N2CCCCCC2)c1	-9	7	5	-4	1.1	13	10	1	5%
Cc1cccc(OCC(=O)Nc2cccc(-c3nnc(-c4ccccc4)o3)c2)c1C	-4	-3	5	0	1.1	2	-27	1.1	6%
CSc1nnc(CNC(=O)c2ccccc2)n1-c1cccc(C)c1	0	2	0	-15	1.1	2	-7	1	7%
CCCSc1nc2c(c(=O)[nH]c(=O)n2C)n1CCc1ccccc1	-8	4	-6	5	1	4	11	0.99	5%
c1ccc(-n2nnnc2Oc2ccc(-n3ccnc3)cc2)cc1	-2	-1	4	2	1.1	4	10	1	4%
Cn1c(=O)c2c(ncn2CCN(CCO)Cc2ccccc2)n(C)c1=O	-2	7	-1	-30	1.1	2	-2	1	7%
CCc1nnc(SCc2ccc(C(=O)OC)o2)n1N	-4	5	9	-10	1.1	10	9	1	8%
CCOc1cc(C(=S)N2CCOCC2)ccc1O	3	1	-1	-18	1	0	2	1	5%
Cc1ccc2ncccc2c1NS(=O)(=O)c1ccccc1	/	/	4	6	1.1	4	9	0.99	2%
Cc1nn(-c2ccccc2)c(C)c1C(=O)OCC(=O)NC(=O)NC1CCCCC1	4	1	-3	14	1.1	6	8	1	6%
Cc1nc(NCc2ccc3c(c2)OCO3)c2oc3ccccc3c2n1	/	/	0	25	1.1	1	11	1	2%
COC(=O)C1CCN(c2nc3ccccc3nc2C(C#N)C(=O)NCCc2ccccc2)CC1 (stereo unspecified)	2	8	0	5	1.4	6	/	1	5%
N=c1sccn1CC(=O)Nc1ccccc1Cc1ccccc1	3	-2	-3	0	1	4	11	0.99	7%
CCOC(=O)c1ccc(N2C(=O)c3n[nH]c(C)c3C2c2ccccn2)cc1 (stereo unspecified)	-1	2	3	5	1.1	7	6	1	6%
COc1cc(C(=O)Nc2cc(-c3ccccc3)[nH]n2)cc(OC)c1OC	1	0	2	30	1.1	0	7	1	2%
C=C(C)C1CC=C(CN2CCC(C(=O)OCC)CC2)CC1 (stereo unspecified)	3	8	0	-7	1.1	6	9	1.1	12%
O=C(Cc1cccs1)Nc1nnc(SCC(=O)NC2CCCCC2)s1	0	-3	1	-25	1.1	2	18	1	9%
CCOC(=O)c1ccc(-c2n[nH]c(=O)c3ccccc23)cc1	-5	4	1	-16	1.1	-2	12	0.98	5%
CCN(C(=O)c1ccco1)c1nc(CC(=O)Nc2ccc(Cl)cc2)cs1	1	1	-7	23	1.1	0	10	1	0%
Cc1n[nH]c(C)c1S(=O)(=O)N1CCN(c2ccccn2)CC1	/	/	-5	-9	1.1	3	2	1	3%
COc1ccccc1Nc1ncnc2c1oc1ccccc12	-4	0	-9	-2	1.7	8	-1	1.1	6%
Cn1c(C(=O)N2CCCC(C(=O)NCc3ccc4c(c3)OCO4)C2)cc2sccc21 (stereo unspecified)	4	6	2	18	1.1	2	8	1	3%
Cc1ccn2cc(CCNC(=O)CC(C)(C)C)nc2c1	5	4	-35	-17	1.1	3	3	0.99	4%
COc1ccc(N(CC(=O)NC2CCCC2)C(=O)Cn2nnc(-c3ccc(C)cc3)n2)cc1	-3	-3	6	/	1	-10	15	0.98	3%
COc1ccc(C2C=C(c3ccc(C)cc3)Nc3ncnn32)cc1 (stereo unspecified)	2	8	-298[fluorescence artefact?]	6	2.4*	2	/	1.1	5%[fluoresces]
c1ccc(Nc2cc(Nc3ccccc3)[nH]n2)cc1	-1	-1	3	32	0.98	-1	3	1	6%
O=C(NC1CCCC1)c1ccc(COCC(F)(F)C(F)F)o1	6	3	2	2	1.2	3	14	1	2%
COc1ccc(S(=O)(=O)N(C)c2ccc(OCC(=O)Nc3cc(C)on3)cc2)cc1	-1	0	-6	10	1.1	11	0	1	0%
Cn1c(=O)c2c(nc(N3CCCCCC3)n2CC(O)COc2ccc(Cl)cc2)n(C)c1=O (stereo unspecified)	-3	0	0	11	1.1	-9	12	1	4%
N=c1c2c(-c3ccccc3)c(-c3ccccc3)n(Cc3ccccc3)c2ncn1CCCn1ccnc1	-7	3	-7	23	1.1	-2	/	1	2%
CCCCc1ccc(C(=O)NC(C(=O)O)C(C)C)cc1 (stereo unspecified)	3	2	-5	6	1.1	-1	12	1.1	8%
O=C(CSc1nnc(-c2ccccc2)o1)OCc1ccccc1	-7	4	-9	-13	1.1	5	-3	1.1	3%
Cc1ccc(-c2noc(CCC(=O)N3CCCC3)n2)cc1	-4	5	0	16	1.1	7	14	1	3%
Cc1noc(C)c1CSCC(=O)NC1=NCCS1	/	/	1	-10	1.2	8	9	1	4%
CN(C)S(=O)(=O)N1CCC(C(=O)O)(c2ccccc2)CC1	-6	-1	2	-6	1.1	4	16	1	1%
COC(=O)c1c(NC(=O)CN2CCN(c3ccccc3OC)CC2)c2c(C)cccc2n1C	-7	-2	4	-11	1.3	3	1	1.1	3%
CCn1c(=O)cc(O)c2ccccc21	6	5	-11	-1	1.1	6	1	1	3%

# Some of the compounds tested; rates above refer to the full screens.
